# GLS inhibitor = blocks human kidney-isoform glutaminase activity; O94925; GLS enzymatic activity, qHTS titration; Potency, µM (titrated, usually from 45.5 µM), without a hit: at the top dose activity change, negative = inhibition, actives largely listed as inhibitors; hit rate 0.21% among 410,000; further: potency means the concentration at half of the fitted maximal effect; on the % scale 0 is the no-effect control and ±100 the full control effect
#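 Two-point fluorescence kinetic (t0, 30 min RT) for hKGA; glutamate detected via glutamate oxidase–HRP–Amplex Red. Substrate: 1 mM L-glutamine solution; buffer 45 mM KH2PO4, pH 8.2.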
# JMJD2A Tudor = blocks the human JMJD2A Tudor domain. AlphaScreen JMJD2A-Tudor / H3K4me3 peptide binding. Potency, µM (titrated, usually from 114 µM), for inactives: at the top dose activity change, negative = inhibition, most hits filed as inhibitors. hit rate 4.4% among 390,000. AID 504339; further: potency means the concentration at half of the fitted maximal effect; on the % scale 0 is the no-effect control and ±100 the full control effect; nearly all actives have a fitted effect of over 50% in size
# RGS4 inh = blocks human RGS4-accelerated GTP hydrolysis. P49798. Transcreener GDP fluorescence polarization, RGS4-accelerated GTP hydrolysis. Potency, µM (doses to about 114 µM), without a hit: at the top dose activity change, negative = inhibition, usual class: inhibitors. hit rate 0.039% among 390,000; further: potency means the concentration at half of the fitted maximal effect; on the % scale 0 is the no-effect control and ±100 the full control effect; nearly all actives have a fitted effect of over 75% in size; some results filed as inactive show a strong effect at the top dose
# Target sequence (P49798 whole entry, looked up): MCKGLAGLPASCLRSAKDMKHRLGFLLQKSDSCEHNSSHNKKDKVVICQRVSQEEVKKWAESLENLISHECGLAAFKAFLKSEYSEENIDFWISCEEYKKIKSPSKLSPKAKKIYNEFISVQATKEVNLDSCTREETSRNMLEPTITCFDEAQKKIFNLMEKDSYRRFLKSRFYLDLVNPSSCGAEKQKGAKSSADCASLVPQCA
#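 MLSMR compounds (23 nl, pin-transferred) preincubated 10 min at room temperature with a 500nM (2x) first reagent, then RGS4 at 900nM (2x) plus Transcreener GDP mix added; fluorescence polarization (620/688 nm) read before and after 90 min at 30 °C.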
# BAZ2B inh = inhibitors of human BAZ2B bromodomain. Q9UIF8. AlphaScreen BAZ2B-H3K14Ac peptide displacement. Potency, µM (doses to about 114 µM), for inactives: at the top dose activity change, negative = inhibition, actives largely listed as inhibitors. hit rate 4.4% among 360,000. AID 504333; further: potency means the concentration at half of the fitted maximal effect; on the % scale 0 is the no-effect control and ±100 the full control effect; nearly all actives have a fitted effect of over 60% in size
#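 Multi-concentration screen (max 110 uM) measuring displacement of acetylated histone H3 peptide from BAZ2B by AlphaScreen, using 50 nM protein, 50 nM peptide and 10 ug/mL streptavidin donor plus Ni-chelate acceptor beads.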
# HP1b binding inh = inhibitors of HP1-beta chromodomain binding to methylated histone tails. AID 540317. hit rate 0.56% among 390,000. Potency, µM (titrated, usually from 114 µM), for the others: top-dose activity change, negative = inhibition, actives largely listed as inhibitors. P83916. AlphaScreen HP1-beta / biotin-H3K9me3 peptide binding; further: potency means the concentration at half of the fitted maximal effect; nearly all actives have a fitted effect of over 70% in size; inactives centre near 23
# Target sequence (P83916 whole entry, looked up): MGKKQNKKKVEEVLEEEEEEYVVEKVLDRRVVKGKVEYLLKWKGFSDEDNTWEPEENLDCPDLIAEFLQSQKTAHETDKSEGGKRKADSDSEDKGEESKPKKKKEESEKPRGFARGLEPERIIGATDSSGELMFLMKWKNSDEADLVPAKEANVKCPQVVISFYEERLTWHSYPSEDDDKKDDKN
#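 HP1-beta protein (50 nM final) preincubated 30 min at room temperature with biotinylated H3(1-18)K9me3 peptide (50 nM) in PBS pH 7.4, 0.01% Tween-20, then compound added for 30 min. AlphaScreen streptavidin donor/nickel chelate acceptor beads (10 ug/mL final), 30 min dark, luminescence read.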
# 12-LOX inh = inhibitors of human 12S-lipoxygenase ALOX12; P18054; purified 12hLO, xylenol orange hydroperoxide absorbance; Potency, µM (doses to about 108 µM), without a hit: at the top dose activity change, negative = inhibition, most hits filed as inhibitors; hit rate 1.1% among 580,000; AID 1671190; further: potency means the concentration at half of the fitted maximal effect; on the % scale 0 is the no-effect control and ±100 the full control effect
# Target sequence (P18054 whole entry, looked up): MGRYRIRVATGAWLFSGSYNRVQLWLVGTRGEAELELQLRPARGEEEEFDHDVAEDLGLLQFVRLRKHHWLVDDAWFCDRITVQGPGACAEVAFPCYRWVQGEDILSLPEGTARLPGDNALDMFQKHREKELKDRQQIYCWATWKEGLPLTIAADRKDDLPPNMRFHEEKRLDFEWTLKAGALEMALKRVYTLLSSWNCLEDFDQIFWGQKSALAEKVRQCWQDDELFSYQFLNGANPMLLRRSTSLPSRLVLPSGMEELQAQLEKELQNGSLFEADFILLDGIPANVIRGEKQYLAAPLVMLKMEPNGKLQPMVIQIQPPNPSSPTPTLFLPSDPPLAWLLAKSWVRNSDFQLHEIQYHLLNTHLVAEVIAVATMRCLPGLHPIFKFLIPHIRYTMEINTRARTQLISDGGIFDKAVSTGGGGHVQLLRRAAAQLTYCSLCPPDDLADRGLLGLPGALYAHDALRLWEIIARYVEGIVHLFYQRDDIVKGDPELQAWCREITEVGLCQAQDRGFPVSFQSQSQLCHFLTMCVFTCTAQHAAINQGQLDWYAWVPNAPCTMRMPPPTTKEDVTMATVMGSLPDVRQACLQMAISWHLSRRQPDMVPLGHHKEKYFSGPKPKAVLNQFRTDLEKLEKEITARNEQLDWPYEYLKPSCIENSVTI
#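 Hydroperoxide product was detected by ferrous iron/xylenol orange as the 573 to 405 nm absorbance ratio. Arachidonic acid at 40 uM (final) was turned over for 30 min at room temperature by 150 nM human 12hLO, pH 7.0 Hepes buffer, after 15 min compound preincubation.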
# PI4K2A inh = inhibitors of human PI4K2A | hit rate 0.13% among 420,000 | purified PI4K2A, ADP-Glo luminescence, 1 h; hits give low values | Q9BTU6 | activity change, negative = inhibition, % at 76.9 µM; in the data active means activity change below about -50%; inconclusive means mostly about -30% to -49%;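 further: -100% = wells without enzyme as full effect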
#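 In this quantitative HTS, ADP production by PI4K2A was quantified luminescently after 1 h at ambient temperature; 100 microM adenosine served as plate-quality control.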
# G9a block = blocks human histone lysine methyltransferase G9a. Potency, µM (top dose mostly 102 µM), for inactives: at the top dose activity, negative = inhibition, usual class: inhibitors. hit rate 8.8% among 350,000. G9a H3K9 monomethylation, AlphaScreen, 2 h; further: potency means the concentration at half of the fitted maximal effect; on the % scale 0 is the no-effect control and ±100 the full control effect; nearly all actives have a fitted effect of over 75% in size
#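 G9a (20 nM) preincubated 15 min RT with compounds, then 500 nM biotinylated H3K9 peptide and 20 uM SAM added; 2 h RT reaction. Monomethyl-H3K9 product detected by AlphaScreen with anti-H3K9me1 antibody, streptavidin donor and anti-rabbit IgG acceptor beads.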
# ERG-DNA inh = inhibitors of human ERG Ets domain-DNA interaction. fluorescence polarization, His-ERG Ets domain / labelled DNA. Potency, µM (series often up to 76.9 µM), for inactives: at the highest dose FP activity, negative = inhibition, hits mostly inhibitors. hit rate 0.028% among 370,000. AID 624246; active means well fitted inhibition curve with a large enough effect in the polarisation, with a control signal flat; inconclusive means small, poorly fitted or top-dose-only effect, or effect the other way, or a change in a side signal; inactive means no such curve, though single readings can be large or run the other way; the % refers to the polarisation;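 further: polarization taken with two DNA probes labelled with fluorescein and Texas red; potency means the concentration at half of the fitted maximal effect; % of control where 0% means no effect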
#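 His-tagged ERG Ets domain (1 uM in the protein solution; 300mM KCl, 50mM Tris-HCl, 1mM EDTA, 1mM DTT, pH 7.5) received compound, then a probe mix of 5 nM fluorescein-DNA and 100nM Texas-615-DNA. Fluorescence polarization was read for both dyes.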
# Numbers without * were called inactive; ? = inconclusive; · = not tested or not shown; & = joins results of further samples; [ ] = dose if it differs, or a comment. Unless noted, the call rests on the fitted dose curve; in most records, active means well fitted curve in the direction sought with a large enough effect; inconclusive means small, poorly fitted or top-dose-only effect, or another doubt; inactive means no such curve, though single readings can be large; an effect the other way counts as inactive or inconclusive.
JMJD2A Tudor	G9a block	HP1b binding inh	BAZ2B inh	GLS inhibitor	PI4K2A inh	ERG-DNA inh	12-LOX inh	RGS4 inh	SMILES
5%	·	14%	·	-7%	-2	4%	0%	0%	CC(C)CN(CC(C)C)c1nn[nH]n1
-15%	-13%[59 µM]	18%	-12%	1%	5	·	-30%	-7%	C=CCN(c1ccccc1OC)S(=O)(=O)c1cccc(C(=O)OCC(=O)c2c[nH]c3ccccc23)c1
-9%	7%	16%	0%	-8%	5	7%	16%	-7%	O=C(Nc1cccnc1)c1cc(-c2ccc(Cl)c(Cl)c2)on1
-7%	·	34%	·	-6%	2	-10%	4%	-5%	O=C(COC(=O)c1n[nH]c(=O)c2ccccc12)Nc1ccccc1F
-2%	29%[59 µM]	35%	15%	1%	-2	·	-2%	10%	COc1cccc(NC(=O)COC(=O)CCC2CCCC2)c1
-29%	1%[59 µM]	20%	-9%	6%	2	-4%	2%	37%	Cc1cn(C)c(CC(=O)NCc2ccccc2Cl)c1C(=O)O
-30%	31%	-8%	-28%	-10%	-4	18%	-26%	21%	O=C(NC1CCSc2ccccc21)c1cccc([N+](=O)[O-])c1 (stereo not drawn)
4%	-9%[59 µM]	41%[activator]	2%	-3%	2	-1%	-3%	1%	O=c1c2sc3ccccc3c2n(Cc2cccc(Cl)c2)c(=O)n1Cc1ccc(F)cc1
-21%	·	-3%	·	0%	10	10%	-3%	-1%	CN1/C(=C/C(=O)COC(=O)CN2C(=O)C3CC=CCC3C2=O)C(C)(C)c2ccccc21 (stereo not drawn)
-27%	-30%[12.7 µM]	22%	-39%	-15%	-22	10%	40%	-34%	COc1cc(C2C=C(C34CC5CC(CC(C5)C3)C4)NC(=S)N2)cc(OC)c1OC (stereo not drawn)
-20%	·	1%	·	2%	3	5%	-12%	-34%	COc1ccc(-c2noc3c2-c2nc(-c4ccccc4C)sc2CC3)cc1
?	-19%[0.501 µM]	-11%	?	5%	-2	1%	-7%	-3%	O=C1c2ccc(Cl)cc2S(=O)(=O)c2cccc(C(=O)N3CCC(Cc4ccccc4)CC3)c21
-24%	14%	9%	-33%	2%	6	-3%	-5%	-31%	CCOc1ccc(NC(=O)CNS(=O)(=O)c2c(C)cc(C)cc2C)cc1
-1%	1%	31%	-9%	0%	2	1%	0%	20%	CC(C(=O)Nc1ccc(S(=O)(=O)N2CCOCC2)cc1)N1CCN(c2ccccn2)CC1 (stereo not drawn)
6%	0%[59 µM]	32%	2%	-19%	-2	·	2%	-31%	Cn1c(N)c(C(c2ccccc2)c2c(N)n(C)c(=O)n(C)c2=O)c(=O)n(C)c1=O
63%[activator]	49%[59 µM]	97%[activator]	115%[activator]	-1%	-3	-3%	-23%	3%	CC(C)CCn1c(SCc2cccc(F)c2)nc2ccsc2c1=O

# Some of the entries so far, field by field:
Molecule: O=C1c2ccc(Cl)cc2S(=O)(=O)c2cccc(C(=O)N3CCC(Cc4ccccc4)CC3)c21
  JMJD2A Tudor: ?
  G9a block: -19%[0.501 µM]
  HP1b binding inh: -11%
  BAZ2B inh: ?
  GLS inhibitor: 5%
  PI4K2A inh: -2
  ERG-DNA inh: 1%
  12-LOX inh: -7%
  RGS4 inh: -3%

Molecule: CCOc1ccc(NC(=O)CNS(=O)(=O)c2c(C)cc(C)cc2C)cc1
  JMJD2A Tudor: -24%
  G9a block: 14%
  HP1b binding inh: 9%
  BAZ2B inh: -33%
  GLS inhibitor: 2%
  PI4K2A inh: 6
  ERG-DNA inh: -3%
  12-LOX inh: -5%
  RGS4 inh: -31%

Molecule: CC(C(=O)Nc1ccc(S(=O)(=O)N2CCOCC2)cc1)N1CCN(c2ccccn2)CC1 (stereo not drawn)
  JMJD2A Tudor: -1%
  G9a block: 1%
  HP1b binding inh: 31%
  BAZ2B inh: -9%
  GLS inhibitor: 0%
  PI4K2A inh: 2
  ERG-DNA inh: 1%
  12-LOX inh: 0%
  RGS4 inh: 20%

Molecule: Cn1c(N)c(C(c2ccccc2)c2c(N)n(C)c(=O)n(C)c2=O)c(=O)n(C)c1=O
  JMJD2A Tudor: 6%
  G9a block: 0%[59 µM]
  HP1b binding inh: 32%
  BAZ2B inh: 2%
  GLS inhibitor: -19%
  PI4K2A inh: -2
  ERG-DNA inh: ·
  12-LOX inh: 2%
  RGS4 inh: -31%

# Other results follow:
JMJD2A Tudor	G9a block	HP1b binding inh	BAZ2B inh	GLS inhibitor	PI4K2A inh	ERG-DNA inh	12-LOX inh	RGS4 inh	SMILES
?	?	-6%	?	·	-5	-2%	-21%	-11%	COc1cc2ccccc2cc1C(=O)Nc1ccc(N2CCN(C)CC2)cc1
-11%&41%	8%&102%[59 µM]	16%&86%	-2%&15%	-11%&0%	-6&-2	-2%&-2%	-24%&0%	?	O=C(Nc1cccc2nsnc12)c1cccs1
-12%	15%[59 µM]	13%	-30%	7%	1	·	-14%	33%	O=C(N1CCOCC1)N1c2ccccc2Sc2ccccc21
-19%	-35%	15%	-15%	24%	-2	2%	?	18%	COc1cc(NC(=O)CSc2nccc(=O)[nH]2)c(C)cc1[N+](=O)[O-]
79µM*	22%[59 µM]	-14%	?	6%	3	-7%	0%	?	O=C1c2ccccc2C(=O)N1CCCc1nc(-c2ccccn2)no1
11%	19%	26%	0%	40%[activator]	7	1%	2%	-5%	O=C(Cc1ccon1)c1ccc(O)cc1O
?	-37%[59 µM]	3%	-38%	0%	-4	11%	164%[activator]	19%	CCN(CC)CCCN=Cc1c(O)n(Cc2ccccc2)c(=O)c2ccccc12
-8%	-4%[59 µM]	32%	·	1%	-18	-10%	0%	9%	Cc1ccccc1NC(=O)C1CCN(S(=O)(=O)c2c(C)noc2/C=C/c2ccco2)CC1
-7%	2%[59 µM]	61%[activator]	10%	-6%	10	0%	-29%	-29%	Cc1ccc(NC(=O)c2cc3nc(-c4ccccc4)cc(-c4ccccc4)n3n2)cc1
-7%	-36%	33%	10%	-11%	2	-8%	5%	-10%	CC(C)Cc1nnc(NC(=O)C2CCN(C(=O)c3ccc(F)cc3)CC2)s1
-14%	9%[59 µM]	27%[57 µM]	9%	-12%	-15	-1%	-9%	8%	O=C(CSc1nc2ccccc2nc1Cc1ccc(Cl)cc1)N1CCCc2ccccc21
-16%	-3%[12.7 µM]	25%	-32%	4%	3	-2%	·	-27%	CCOc1ccccc1N1CCN(C(=O)c2cc(-c3cccnc3)nc3c(Cl)cccc23)CC1
-7%	-26%[59 µM]	33%	-1%	9%	-9	-5%	-9%	12%	COc1ccc(NC(=O)CC(C)S(=O)(=O)c2cc3c(cc2C)NC(=O)CO3)cc1OC (stereo not drawn)
-5%	10%[59 µM]	64%[activator]	13%	-10%	-1	6%	2%	-13%	CCOc1ccccc1NC(=O)c1cn(C2CCCC2)c(=O)c2c1c1ccccc1n2C
-23%	17%[0.501 µM]	16%	-5%	5%	2	9%	12%	-2%[56.9 µM]	O=C1CCC(C(=O)N2CCSCC2)CN1CCc1ccccc1 (stereo not drawn)
-13%	-4%[59 µM]	30%[activator]	-7%	0%	0	0%	?	17%	Cc1cccc(C(=O)Nc2ccc3nc(SCC(=O)N4CCCC4)sc3c2)c1
-11%	40%	20%	-19%	1%	1	1%	-11%	11%	CC(=O)N1CCN(c2ccccc2NC(=O)c2ccco2)CC1
-7%	14%[2.33 µM]	57%	4%	-1%	-6	5%	4%	-19%	COc1cccc(C(=O)NC2(C(F)(F)F)N=C3SCCN3C2=O)c1 (stereo not drawn)
-10%	·	68%[activator]	-4%	?	2	8%	0%	-24%	CCOc1ccc(Nc2nc(-c3cccnc3)cs2)cc1
-15%	·	24%	·	-4%	-5	1%	3%	7%	CC(C)(C)OC(=O)C[C@@H]1C/C=C\C[C@@H](CC(=O)NCCO)C(=O)NC[C@@H](c2ccccc2)OC1=O
-6%	-19%[59 µM]	34%[57 µM]	19%	-7%	1	13%	?	-33%	Cc1cc(C)cc(NC(=O)CSc2nc3c([nH]c4ccccc43)c(=O)n2-c2ccc(F)cc2)c1
-7%	3%	25%	5%	-4%	3	1%	-2%	-6%	CCn1c(=O)c2cc(C(=O)Nc3ccccc3OC)sc2c2ccccc21
-2%	?	39%[activator]	-1%	-2%	-3	-3%	7%	9%	COc1ccccc1C(=O)NC(=O)COC(=O)c1oc2ccccc2c1C
-3%	50µM*	29%	2%	-3%	-2	7%	-1%	11%	CCCn1c(N)c(N(CCOC)C(=O)CSCC(=O)Nc2cccc(C)c2)c(=O)[nH]c1=O
?	79µM*	-13%	?	-21%	3	-22%	0%	-8%	O=C(c1cc(Cl)ccc1F)N1CCCC(Nc2ccc3c(c2)OCCO3)C1 (stereo not drawn)
-10%	?	18%	-5%	3%	1	-2%	3%	-19%	CN(CCC1CCOCC1)C(=O)CC1C(=O)NCCN1Cc1cccc(F)c1 (stereo not drawn)
-12%	?	35%	5%	2%	7	-1%	29%	10%	COc1ccccc1N1C(=O)CC(Sc2ncccc2C(=O)O)C1=O (stereo not drawn)
-25%	8.9µM*	7%	?	11%	-7	-3%	?	25%	CN1CCN(CC#CCC(O)(c2ccccc2)C2CCCC2)CC1 (stereo not drawn)

# This is a subset. The share of hits here may be higher or lower than overall.
